# A-T KAP1 phos = potential ataxia-telangiectasia treatment; […] A-T fibroblasts, KAP-1 phosphorylation AlphaLISA; neocarzinostatin DNA damage 30 min before lysis; Potency, µM (titrated, usually from 57.5 µM), inactives show at the highest dose activation, hits mostly activators; 320,000 tested, 0.19% active; AID 485349; also: potency is read from the fitted curve at half-maximal effect; % of control where 0% means no effect; nearly all actives have a fitted effect of over 45% in size
#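 hTERT-immortalized A-T patient fibroblasts ([…]), 500 cells/well in OPTI-MEM, 1% FBS, got compounds for 60 min, then NCS for 30 min at 37C. Lysates were then assayed for phospho-KAP-1 by AlphaLISA (anti-pKAP1 donor, anti-KAP1 acceptor beads), 6 hr at 25C.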
# BCR signal inh = inhibitors of chronic active B-cell receptor signaling; ABC-DLBCL IkBa-CBG/CBR reporter, luminescence ratio, 4 h; Potency, µM (doses to about 46.1 µM), for inactives: top-dose ratio change, negative = lower green/red ratio, usual class: inhibitors; 340,000 tested, 0.05% active; AID 493014; active = well fitted inhibition curve with a large enough effect in the signal ratio, with a control signal flat, not every such curve was filed as active; inconclusive = small, poorly fitted or top-dose-only effect, or effect the other way, or a change in a side signal; the % refers to the signal ratio;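 also: potency is read from the fitted curve at half-maximal effect; plate controls were basal doxycycline-induced cells for no effect and cells given 10 µM MG132 for full effect; MG132 reads +100%, hits lower the ratio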
#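 TMD8 ABC-DLBCL cells carrying doxycycline-inducible green luciferase fused to IkappaBalpha plus unfused red luciferase were exposed to compounds (up to 46 uM) for 4 hrs at 37C. Activity came from the overlap-corrected green/red luminescence ratio.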
# CXXC DNA block = inhibitors of human MLL CXXC domain-DNA interaction; MLL-CXXC / FITC-HOXA9 DNA fluorescence polarization; Potency, µM (series often up to 115 µM), without a hit: top-dose activity change, negative = inhibition, usual class: inhibitors; AID 2662; 290,000 tested, 0.037% active; active = well fitted inhibition curve with a large enough effect in the polarisation, with a control signal flat, not every such curve was filed as active; inconclusive = small, poorly fitted or top-dose-only effect, or effect the other way, or a change in a side signal; inactive = no such curve, though single readings can be large or run the other way; the % refers to the polarisation; also: potency is read from the fitted curve at half-maximal effect
#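 Purified MLL-CXXC (added from a 7 uM solution) was preincubated 5 min at ambient with pinned compounds in 50 mM Tris-HCl pH 7.5, 50 mM NaCl, 1 mM DTT, 0.05% BSA. Fluorescein-labeled HOX-A9 DNA (50 nM solution) followed, 30 min, then polarization read.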
# TCR activator = T cell receptor activation | Potency, µM (highest dose often 9.22 µM), for inactives: at the top dose activation of IL-2 secretion, usual class: activators | primary human leukocytes, anti-CD3, IL-2 HTRF, 48 h | 330,000 tested, under 10 active | AID 504894; also: % of control where 0% means no effect
#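 Primary human leukocytes incubated 48 hr with anti-CD3 beads plus compound, without co-stimulation. Secreted IL-2 measured by HTRF (europium cryptate/d2 anti-IL-2 pair, 320 nm excitation, 665 nm emission).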
# Tb PFK inh = blocks T. brucei phosphofructokinase | O15648 | T. brucei PFK, ADP-Glo luminescence | Potency, µM (top dose mostly 57.5 µM), for the others: at the highest dose activity, negative = inhibition, most hits filed as inhibitors | 330,000 tested, 0.17% active | AID 485367;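 also: potency is read from the fitted curve at half-maximal effect; 0% = uninhibited 1x PFK enzyme wells and -100% = no-enzyme wells; nearly all actives have a fitted effect of over 60% in size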
#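 Luminescent ADP detection (ADP-Glo, two-step: ATP depletion then ADP-to-ATP conversion for luciferase) reported PFK activity after 45 min room-temperature reaction of 1.25 nM enzyme with 0.5 mM F6P and 0.1 mM ATP at pH 8.0.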
# hERG WT inh = KCNH2 (human, wildtype) channel inhibition; 340,000 tested, 0.37% active; activity change, % at 1.84 µM; AID 720551; U2OS, BacMam KCNH2, thallium flux FluxOr; stronger effect = lower value; Q12809;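 active = maximum activity change below -70%; inconclusive = maximum activity change between -70% and -50%; inactive = maximum activity change above -50%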; also: % is scaled to controls: 0 for no effect and ±100 for the full control effect
#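 U2OS cells were transduced with wild-type KCNH2 virus (2.03 x 10^8 / mL) for 4 h at room temperature, then cultured overnight at 37 C. Thallium flux was read with FluxOr dye. Rate constants were normalized to DMSO controls.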
# GALK inh = inhibitors of human galactokinase. Purified GALK, Kinase-Glo residual ATP luminescence. Potency, µM (doses to about 57.5 µM), for inactives: at the top dose activity change, negative = inhibition, most hits filed as inhibitors. AID 1868. 270,000 tested, 0.007% active; also: potency is read from the fitted curve at half-maximal effect; % is scaled to controls: 0 for no effect and ±100 for the full control effect
#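 ATP-depletion format; final 35 uM ATP, 100 uM D-galactose, 5 nM enzyme; pH 8.0 HEPES/Mg2+ buffer; 60 min RT; luminescence read 10 min after detection reagent.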
# Giardia kill = kills Giardia lamblia. activity change, % at 7.66 µM, hits read low. 340,000 tested, 0.15% active. AID 540267. Giardia lamblia trophozoite viability; in the data active = activity change below about -80%; inconclusive = between about -30% and that limit;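 also: parasites exposed to compound for two days anaerobically before the ATP read; % is scaled to controls: 0 for no effect and ±100 for the full control effect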
#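 Viability, read as ATP luminescence: trophozoites at 100 cells/well, compound added, 48 hrs anaerobic at 37 deg C, then 15-30 min room-temperature development before reading.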
# TSHR antag = antagonists of human thyroid stimulating hormone receptor | TSHR-expressing cells, TSH-stimulated cAMP HTRF, 2 h; stronger effect = lower value | activity change, negative = inhibition, % at 11.5 µM | 330,000 tested, 0.2% active | AID 504810;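 active = activity change below a set negative limit, meaning inhibition stronger than a set level, cut at about -70% in these data; inconclusive = activity change between two set negative limits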; also: % is scaled to controls: 0 for no effect and ±100 for the full control effect
# Target sequence (P16473 whole entry, looked up): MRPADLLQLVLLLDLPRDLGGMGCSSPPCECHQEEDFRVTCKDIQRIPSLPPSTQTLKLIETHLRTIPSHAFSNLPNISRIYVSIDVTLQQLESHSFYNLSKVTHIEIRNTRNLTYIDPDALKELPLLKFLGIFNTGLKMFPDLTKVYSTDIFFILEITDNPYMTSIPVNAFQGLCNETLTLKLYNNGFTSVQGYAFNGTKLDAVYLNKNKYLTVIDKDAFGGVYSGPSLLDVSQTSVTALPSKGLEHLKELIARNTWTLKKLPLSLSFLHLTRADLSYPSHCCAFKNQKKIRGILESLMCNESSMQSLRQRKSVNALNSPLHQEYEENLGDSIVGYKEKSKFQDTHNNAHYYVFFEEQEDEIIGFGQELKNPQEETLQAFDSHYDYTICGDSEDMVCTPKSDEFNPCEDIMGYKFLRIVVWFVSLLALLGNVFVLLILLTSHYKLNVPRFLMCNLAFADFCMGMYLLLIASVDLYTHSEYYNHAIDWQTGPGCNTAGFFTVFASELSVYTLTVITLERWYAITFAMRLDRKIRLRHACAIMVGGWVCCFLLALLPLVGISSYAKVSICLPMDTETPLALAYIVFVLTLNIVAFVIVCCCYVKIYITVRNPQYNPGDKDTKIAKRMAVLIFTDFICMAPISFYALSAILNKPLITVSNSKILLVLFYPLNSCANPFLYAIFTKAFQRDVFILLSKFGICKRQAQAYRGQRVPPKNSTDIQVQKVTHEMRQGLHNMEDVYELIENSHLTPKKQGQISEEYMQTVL
#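 Competitive HTRF cAMP read-out (cryptate anti-cAMP antibody, cAMP-d2; 30 min, room temperature) in freshly harvested TSHR cells. Compounds added before TSH at EC80 (4nM final), followed by 2 hours' incubation at 37 deg C.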
# FBPA coupling cs = inhibits coupling enzyme system, counter-screen for aldolase hits; coupling enzyme system counterscreen, AmpLite Red fluorescence; 290,000 tested, 0.67% active; AID 2472; activity change, negative = inhibition, % at 58.2 µM, hits read low; in the data active = activity change below about -30%; also: % is scaled to controls: 0 for no effect and ±100 for the full control effect
#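 First, compound is pin-transferred into glyceraldehyde-3-phosphate coupling-enzyme reagent at 57.5 uM final and held 10 min at RT. Next, substrate, coupling system and AmpLite Red are added. After 20 min RT, fluorescence (525/598 nm) is read.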
# The depositor's hits bear a star; i = inactive; ? = inconclusive; / = not tested or not shown; [ ] = remark or other dose. Unless noted, calls follow the shape of the dose curve; as a rule, active = well fitted curve in the direction sought with a large enough effect; inconclusive = small, poorly fitted or top-dose-only effect, or another doubt; inactive = no such curve, though single readings can be large; an effect the other way counts as inactive or inconclusive. Random draw from the library; any-hit rate near 1.6%.
SMILES,A-T KAP1 phos,BCR signal inh,CXXC DNA block,TCR activator,Tb PFK inh,hERG WT inh,GALK inh,Giardia kill,TSHR antag,FBPA coupling cs
CC(C)(C)c1ccc(CS(=O)(=O)CC(O)CN2CCCC2=O)cc1 (stereo not drawn),-14%,-1%,12%,13%,1%,11,-3%,31[activator],-7,0
O=C(NC(=S)Nc1ccc(Cc2ccncc2)cc1)c1ccc(F)cc1,3%,?,9%,-10%,2%,1,6%,6,-13,3
CCCCOc1ccc(N2C(=O)CC(N(O)c3ccccc3)C2=O)cc1 (stereo not drawn),-6%,-9%,2%,3%,1%,4,4%,2,-1,0
N#CC1=C(N)OC2=C(CN(Cc3ccccc3)C/C2=C\c2cccnc2)C1c1cccnc1 (stereo not drawn),-6%,?,-8%,2%,-5%,6,-4%,4,-4,-4
COc1ccc(C2CC(c3ccccc3)=NN2C(=O)c2cccs2)cc1 (stereo not drawn),10%,11%,-27%,6%,2%,-4,3%,-6,32,1
CC1Sc2ccc(C(=O)O)cc2NC1=O (stereo not drawn),1%,12%,5%,3%,0%,1,2%,-12,12,-3
O=C(O)/C=C/c1ccc2noc(-c3ccccc3)c2c1,-5%,1%,14%,8%,4%,-1,3%,-10,7,14
O=C(O)c1cccc2c1C(=O)c1ccc(-c3ccc(Cl)c(C(F)(F)F)c3)cc1S2(=O)=O,7%,-7%,/,-1%,6%,6,/,-11,-5,/
COc1ccc(-c2nnc(SCC(C)C)o2)cc1,-14%,?,-21%,2%,-6%,-11,-1%,9,-2,1
CCn1c(=O)c(C(=O)NC(C)c2ccccc2)c(O)c2ccccc21 (stereo not drawn),5%,5%,-3%,-3%,-2%,1,4%,-1,-3,1
CS(=O)(=O)Nc1ccccc1C(=O)Nc1cccc(Cl)c1,1%,?,16%,-2%,-7%,-7,-6%,0,-14,-2
COc1cccc(-c2nnc(SCC(=O)Nc3ccc(OC)c(OC)c3)n2N)c1,8%,-1%,6%,-8%,2%,-7,8%,5,0,2
COc1ccc2cc3c(N)c(C(=O)NCc4ccco4)sc3nc2c1,-2%,?,?,/,-4%,4,-3%,2,46,-2
COc1ccc(OC)c(C2NC(=O)N(C)C(C)=C2C(=O)OCc2ccccc2)c1 (stereo not drawn),0%,-1%,1%,15%,-5%,-1,-8%,15,29,2
CCC(=O)Nc1nc2ccccc2n1Cc1ccccc1,4%,1%,-9%,/,-13%,-7,0%,3,-19,1
Cc1ccn2c(NC(=O)c3cccs3)c(-c3ccccc3)nc2c1,1%,0%,10%,-1%[46.1 µM],8%,9,0%,10,0,2
Cc1c(NC(=O)/C=C/c2cn(-c3ccccc3)nc2-c2ccc(F)cc2)c(=O)n(-c2ccccc2)n1C,4%,-3%,14%,-3%,-19%,9,1%,-20,-3,/
Cc1cc(CC(C)C)n(-c2nc3ccccc3c(=O)n2OCC(N)=O)n1,-4%,-3%,2%,4%,-5%,11,0%,-23,-3,0
CCOC(=O)c1[nH]c(C)c(C(=O)Nc2ccccc2C)c1C,3%,?,2%,-1%,-20%,-5,0%,14,14,-3
CCc1cccc(C)c1NC(=O)COC(=O)CNS(=O)(=O)/C=C/c1ccccc1,-3%,-3%,-1%,0%[46.1 µM],?,-4,-1%,-10,-4,4
Cc1ccc(NC(=O)C2(S(=O)(=O)c3ccc(Cl)cc3)CC2)c(Br)c1,10%,14%,4%,0%,0%,-1,-5%,-6,-9,-4
CCN(CC)S(=O)(=O)c1ccc(N2CCOCC2)c(NC(=O)c2cc3ccccc3oc2=O)c1,-8%,11%,29%,2%,-17%,-4,15%,16,-5,-4
CCOc1ccc(NC(=O)CCNS(=O)(=O)c2ccc3c(c2)CCC(=O)N3)cc1,2%,0%,7%,10%,2%,-2,/,-6,0,2
COc1cccc(-c2nc(CC(=O)O)cs2)c1OC,4%,?,7%,/,28%,-20,2%,-8,0,1
CCOC(=O)c1ccc(NC(=O)CCc2nnc3ccc(N4CCCC4)nn23)cc1,-1%,-4%,14%,-2%,-4%,3,5%,10,17,/
CN1CCN(C(=O)CN(Cc2ccc(Cl)cc2)S(C)(=O)=O)CC1,7%,4%,-2%,9%,4%,1,1%,-11,16,2
CCCOC(=O)c1c(NC(=O)CCCn2nc([N+](=O)[O-])c(Cl)c2C)sc(C(=O)OC)c1C,8%,0%,-3%,-10%[46.1 µM],0%,1,-3%,-12,-4,-2
NNc1nc2c(-c3cccc(C(F)(F)F)c3)nnn2c2ccccc12,25µM*,?,-9%,0%,4%,4,/,-21,2,-4
O=C(Nc1ccccc1)c1ccc(S(=O)(=O)NCC2CCCO2)cc1 (stereo not drawn),3%,4%,2%,12%,3%,-9,5%,-2,5,-1
Cc1nc2ccccc2cc1O,/,/,0%,4%,/,-16,3%,0,/,-2
COc1ccccc1-n1c(=O)oc2ccc(Cl)cc2c1=O,-8%,?,3%,-3%,6%,0,0%,-23,-47,1
CC(C)(C)c1ccc(OCC(=O)Nc2ccc(C(=O)Nc3ccccc3C(=O)O)cc2)cc1,8%,?,?,0%,-9%,-10,-6%,-23,-27,7
O=C(CCC1COc2ccccc2O1)NC1CCCCC1 (stereo not drawn),2%,?,-24%,-1%,0%,0,1%,4,-10,0
CC(=O)c1ccc(N2CCN(C(=O)Cc3cccs3)CC2)cc1,0%,?,7%,-2%,0%,-3,9%,4,-11,5
Cc1cc(=O)oc2cc(NC(=O)c3ccccc3OC(F)F)ccc12,9%,?,-2%,5%,-3%,-3,6%,-5,2,4
CCOC(=O)c1sc(NC(=O)CSc2nc(O)c(Cc3ccccc3)c(=O)[nH]2)nc1C,-5%,0%,10%,3%,-8%,43,1%,2,18,13
COc1cccc(NC(=O)C2CCN(C(=O)[C@@H]3Cc4ccccc4CN3C(=O)OC(C)(C)C)CC2)c1,-18%,3%,-6%,6%,0%,8,2%,?,7,/
COc1ccc(OC)c(Nc2nc3nonc3nc2N2CCCC(C)C2)c1 (stereo not drawn),-1%,3%,4%,14%,-2%,i,0%,31[activator],5,1
CC(C)Cc1ccc(S(=O)(=O)N2CCOCC2)cc1,1%,-15%,-10%,3%,1%,3,-1%,-3,-4,-2
C=CCNc1c2c(nc3nnnn13)CCCC2,-3%,-7%,12%,-1%,-3%,0,10%,-11,-2,5
COC(=O)CSc1cc(C)nc2ccc(OC)cc12,-11%,0%,6%,2%,3%,0,-1%,12,-11,1
O=C(CSc1nnc(-c2ccccc2)c(-c2ccccc2)n1)NCc1ccco1,-3%,?,6%,9%[46.1 µM],1%,1,-1%,0,-3,8
COc1cccc(C(=O)Nc2cc(=O)n(C)c(=O)n2C)c1OC,22%,0%,23%,-4%,-2%,3,2%,-13,15,3
CC(C)(C)[C@@H]1CCC(=O)N(CC[C@H](Sc2ccccc2)c2ccccc2)CC1,7%,?,-2%,1%,3%,-6,/,-12,1,1
CC(C)(C)c1ccc(C(=O)O[C@H]2[C@H](Cc3ccccc3)NS(=O)(=O)[C@H]3C[C@@H]4C=C[C@]23O4)cc1,6%,6%,/,1%,-3%,-9,/,-4,5,/
O=C(Cc1ccccc1[N+](=O)[O-])OCC(=O)N1CCN(c2ccccc2)CC1,-3%,0%,/,7%,-4%,-3,/,-10,-1,/
COc1ccccc1N(CC(O)CN1CCCC1)S(=O)(=O)c1ccccc1 (stereo not drawn),-2%,12%,-5%,-1%,-4%,9,1%,9,-4,1
O=C(CCN1C(=O)/C(=C/c2cccc(Br)c2)SC1=S)NNC(=O)c1cccnc1,1%,-30%,-2%,/,4%,17,5%,1,1,0
COc1ccc(OCCOCCN2CCN(C)CC2)cc1,0%,5%,-14%,11%,1%,-21,-3%,-18,-7,0
Nc1cc(Oc2ccc(F)cc2F)cc([N+](=O)[O-])c1,5%,?,7%,14%,-1%,17,0%,-16,17,-5
CCN(CC)S(=O)(=O)c1ccc(C)c(N=C=S)c1,10%,4%,12%,0%,3%,-13,1%,-11,-24,-5
Cc1c(NC(=O)COC(=O)c2cccn2C)c(=O)n(-c2ccccc2)n1C,7%,?,/,6%[46.1 µM],4%,1,/,18,-7,/
COc1ccc(CCNc2ncnc3sccc23)cc1OC,-1%,5%,-5%,9%,2%,-11,1%,8,-32,-2
CC(=O)c1cccc(NC(=O)c2ccc(N(Cc3ccccc3C)S(C)(=O)=O)cc2)c1,14%,?,-2%,-11%[46.1 µM],-1%,0,-5%,3,19,0
CCN(CC)c1ccc(N=C2C(=O)Nc3ccccc32)cc1,3%,-5%,-2%,12%,-7%,3,/,-18,-15,-11

# Screening data (PubChem)
